From PubChem BioAssay
PKM2 activator: qHTS Assay for Activators of Human Muscle isoform 2 Pyruvate Kinase. purified PKM2, Kinase-Glo ATP luminescence, activation; response scale: 0% is enzyme alone, no compound. hit rate 0.34% among 260,000. Pyruvate kinase PKM (Homo sapiens), P14618. Potency, µM (doses to about 57.5 µM), without a hit: at the top dose activation, hits mostly activators; note: potency is the fitted concentration of half-maximal effect; % is set by controls: 0 for no effect and ±100 for the full control effect; nearly all actives have a fitted effect of over 55% in size
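Purified hPK-M2 (>95%) run at intermediate activity with 0.1 mM ADP and 0.5 mM PEP in 50 mM imidazole pH 7.2, KCl, MgCl2; 1 h room temperature. ATP formed read by Kinase-Glo luminescence; normalized to uninhibited and no-enzyme controls.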
TRPV1 ag: HTS Assay for Compounds that Act as Agonists of the Vanilloid Receptor 1 | TRPV1-expressing cells, Fluo-8 calcium influx, agonist mode | AID 540275, 2011 | Transient receptor potential cation channel subfamily V member 1 (Homo sapiens), Q8NER1 | activation, % at 8.33 µM | hit rate 0.19% among 320,000; in the data active = activation above about 80%; inconclusive = between about 30% and that limit; note: 0% is about no effect
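TRPV1-expressing cells were cultured overnight at 35.5C and loaded with Fluo-8 calcium dye for 40 to 90 min at room temperature. After a 10 s baseline, compound was added and calcium influx was read kinetically for 3 min (ex 480/em 520 nm).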
Menin-MLL TR inh: qHTS Assay for Inhibitors Targeting the Menin-MLL Interaction in MLL Related Leukemias: Competition With Texas Red Labeled MLL-derived Mutant Peptide | O00255 | Menin + Texas Red MLL mutant peptide, fluorescence polarization | Potency, µM (doses to about 61.6 µM), for inactives: at the highest dose FP activity change, negative = inhibition, hits mostly inhibitors | hit rate 0.23% among 270,000 | AID 1768, 2009; active = well fitted inhibition curve with a large enough effect in the polarisation, with a control signal flat, not every such curve was filed as active; inconclusive = small, poorly fitted or top-dose-only effect, or effect the other way, or a change in a side signal; inactive = no such curve, though single readings can be large or run the other way; the % refers to the polarisation; note: potency is the fitted concentration of half-maximal effect; % of control where 0% means no effect; many of its hits are not listed in these tables
Coupling enz: qHTS Assay for Inhibitors of Fructose-1,6-bisphosphate Aldolase from Giardia Lamblia: Coupling assay counterscreen; coupling enzyme system counterscreen, AmpLite Red fluorescence; activity change, negative = inhibition, % at 58.2 µM, hits read low; hit rate 0.67% among 290,000; AID 2472, 2010; in the data active = activity change below about -30%; note: % is set by controls: 0 for no effect and ±100 for the full control effect
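Final compound at 57.5 uM, incubated 10 min at RT with coupling enzyme reagent (glyceraldehyde-3-phosphate), then 20 min with substrate and AmpLite Red detection. Fluorescence read at 525/598 nm; tests interference with the coupling assay, not aldolase inhibition.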
Giardia killer: Small Molecules that selectively kill Giardia lamblia: qHTS. activity change, % at 7.66 µM, hits read low. Giardia lamblia trophozoite viability. hit rate 0.15% among 340,000; in the data active = activity change below about -80%; inconclusive = between about -30% and that limit;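 note: parasites exposed to compound for two days anaerobically before the ATP read; % is set by controls: 0 for no effect and ±100 for the full control effect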
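Anaerobic 48 hrs incubation at 37 deg C of 100 trophozoites/well with test compounds; ATPLite 1-Step luminescence, 15-30 min RT, reports cellular ATP as viability.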
CXXC DNA block: qHTS Fluorescence Polarization Assay for Inhibitors of MLL CXXC domain - DNA interaction | Histone-lysine N-methyltransferase 2A (Homo sapiens), Q03164 | MLL-CXXC / FITC-HOXA9 DNA fluorescence polarization | Potency, µM (top dose mostly 115 µM), for inactives: at the highest dose activity change, negative = inhibition, actives largely listed as inhibitors | hit rate 0.037% among 290,000 | AID 2662, 2010; active = well fitted inhibition curve with a large enough effect in the polarisation, with a control signal flat, not every such curve was filed as active; inconclusive = small, poorly fitted or top-dose-only effect, or effect the other way, or a change in a side signal; inactive = no such curve, though single readings can be large or run the other way; the % refers to the polarisation; note: potency is the fitted concentration of half-maximal effect
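Steps: dispense CXXC domain solution (7 uM) → pin compounds or unlabeled HOX-A9 DNA control → 5 min ambient → add FLSN-HOX-A9 solution (50 nM) → spin → 30 min ambient → fluorescence polarization. Tris pH 7.5/NaCl/DTT/BSA buffer.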
USP2a block: qHTS Assay for Inhibitors of Ubiquitin-specific Protease USP2a Using CHOP2 as the Reporter. USP2 core, Ub-CHOP2 coupled fluorogenic reporter, 485/531. Potency, µM (highest dose often 38.3 µM), without a hit: at the highest dose activity change, negative = inhibition, hits mostly inhibitors. hit rate 0.01% among 330,000. AID 463254, 2010;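 note: potency is the fitted concentration of half-maximal effect; plate controls were DMSO wells for no effect and full inhibition by NEM control for full effect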
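USP2 core (10nM final) preincubated 30min RT with compound in 20mM Tris-HCl pH 8.0, 2mM CaCl2, 2mM beta-mercaptoethanol, 0.05% CHAPS; 25nM Ub-CHOP2 plus 25nM reporter substrate added, fluorescence (Ex485/Em531) read after 60min.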
KCNH2 3.1 block: qHTS for Inhibitors of KCHN2 3.1: Mutant qHTS. U2OS KCNH2 3.1, thallium flux FluxOr; stronger effect = lower value. activity change, % (tested at about 1.8 µM). hit rate 0.95% among 340,000;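 active = maximum activity change below -70%; inconclusive = maximum activity change from -70% to -50%; inactive = maximum activity change above -50%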;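 note: thallium influx rate constant from kinetic fluorescence after stimulation buffer; % is set by controls: 0 for no effect and ±100 for the full control effect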
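Steps: virus added to U2OS suspension (4 h, RT, dark); medium with 10% FBS added, cells plated, 37 C overnight; FluxOr/Red40 loading buffer 45 min RT; stimulation buffer, 2 min kinetic read; rate constant normalized.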
B2AR arrestin: qHTS assay of beta-arrestin-biased ligands of beta2-adrenergic receptor; beta-arrestin recruitment to beta2AR, cell-based reporter; Potency, µM (titrated, usually from 46.1 µM), without a hit: top-dose activation, usual class: activators; hit rate 0.02% among 330,000;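 note: potency is the fitted concentration of half-maximal effect; 0% = DMSO controls and full agonism = EC100 isoproterenol or metaproterenol; nearly all actives have a fitted effect of over 65% in size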
GALK inhibitor: qHTS Assay for Inhibitors of Human Galactokinase (GALK). Purified GALK, Kinase-Glo residual ATP luminescence. P51570. Potency, µM (doses to about 57.5 µM), for inactives: top-dose activity change, negative = inhibition, hits mostly inhibitors. hit rate 0.007% among 270,000; note: potency is the fitted concentration of half-maximal effect; % is set by controls: 0 for no effect and ±100 for the full control effect
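Kinase-Glo Plus luminescence measured ATP left after a 1 h room-temperature reaction. The reaction used 5 nM GALK, 100 uM galactose and 35 uM ATP at pH 8.0 (20 mM HEPES, 5 mM MgCl2, 60 mM NaCl, 1 mM DTT, 0.01% BSA).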
KCNH2 WT inh: qHTS for Inhibitors of KCHN2 3.1: Wildtype qHTS | Voltage-gated inwardly rectifying potassium channel KCNH2 (Homo sapiens), Q12809 | U2OS, BacMam KCNH2, thallium flux FluxOr; stronger effect = lower value | activity change, % at 1.84 µM | hit rate 0.37% among 340,000 | AID 720551, 2013;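 active = maximum activity change below -70%; inconclusive = maximum activity change between -70% and -50%; inactive = maximum activity change above -50%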; note: % is set by controls: 0 for no effect and ±100 for the full control effect
Target sequence (Q12809 whole entry, looked up): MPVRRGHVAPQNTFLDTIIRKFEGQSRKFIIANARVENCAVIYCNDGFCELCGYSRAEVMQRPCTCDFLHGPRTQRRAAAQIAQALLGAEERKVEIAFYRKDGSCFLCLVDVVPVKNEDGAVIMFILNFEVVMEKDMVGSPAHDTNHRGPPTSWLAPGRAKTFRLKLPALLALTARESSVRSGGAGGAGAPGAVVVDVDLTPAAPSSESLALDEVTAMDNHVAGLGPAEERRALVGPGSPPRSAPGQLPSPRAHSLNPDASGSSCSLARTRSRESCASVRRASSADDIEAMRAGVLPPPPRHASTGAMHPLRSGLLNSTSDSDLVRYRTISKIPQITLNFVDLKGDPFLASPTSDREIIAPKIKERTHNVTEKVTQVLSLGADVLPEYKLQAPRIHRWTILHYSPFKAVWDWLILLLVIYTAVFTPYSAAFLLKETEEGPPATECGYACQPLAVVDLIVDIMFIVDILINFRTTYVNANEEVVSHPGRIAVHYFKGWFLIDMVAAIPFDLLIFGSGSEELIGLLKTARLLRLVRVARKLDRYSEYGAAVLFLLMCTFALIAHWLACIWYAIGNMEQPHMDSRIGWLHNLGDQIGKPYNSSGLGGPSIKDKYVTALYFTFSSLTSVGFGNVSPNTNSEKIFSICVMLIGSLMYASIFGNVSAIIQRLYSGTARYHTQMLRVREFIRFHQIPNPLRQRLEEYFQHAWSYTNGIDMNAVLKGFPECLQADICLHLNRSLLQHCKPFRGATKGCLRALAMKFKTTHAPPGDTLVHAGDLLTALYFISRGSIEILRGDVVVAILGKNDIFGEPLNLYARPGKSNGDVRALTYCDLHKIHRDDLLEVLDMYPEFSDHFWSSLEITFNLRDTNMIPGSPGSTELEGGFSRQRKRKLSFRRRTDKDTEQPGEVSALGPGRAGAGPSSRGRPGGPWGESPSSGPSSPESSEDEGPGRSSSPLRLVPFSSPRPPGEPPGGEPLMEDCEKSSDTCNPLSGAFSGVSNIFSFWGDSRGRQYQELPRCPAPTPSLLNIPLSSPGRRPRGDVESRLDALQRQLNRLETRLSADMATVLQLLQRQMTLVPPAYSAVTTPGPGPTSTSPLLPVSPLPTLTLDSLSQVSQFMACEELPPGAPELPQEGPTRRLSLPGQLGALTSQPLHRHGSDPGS
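U2OS cells transduced with wild-type KCNH2 virus are loaded with FluxOr dye for 45 min, and thallium flux is measured in kinetic reads before and after stimulation buffer. Rate constants are normalized to DMSO controls.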
Numbers without * were called inactive; ? = inconclusive; · = no result given; [ ] = dose if it differs, or a comment. Unless noted, calls come from the whole dose curve; as a rule, active = well fitted curve in the direction sought with a large enough effect; inconclusive = small, poorly fitted or top-dose-only effect, or another doubt; inactive = no such curve, though single readings can be large; an effect the other way counts as inactive or inconclusive.

Value order – PKM2 activator, TRPV1 ag, Menin-MLL TR inh, Coupling enz, Giardia killer, CXXC DNA block, USP2a block, KCNH2 3.1 block, B2AR arrestin, GALK inhibitor, KCNH2 WT inh
- CC(=O)NCC(=O)NC(Cc1ccccc1)C(N)=O (stereo not given)
→ 1%, 0, 1%, 3, -14, -6%, 0%, -2, -0.5%, 2%, -5
- Oc1ccccc1C1=NN(c2ccccc2)C(c2ccc(F)cc2)C1 (stereo not given)
→ ·, 4, ?, 0, -2, 15%, -9%, 8, -0.4%, 2%, -2
- O=S(=O)(c1cccc(S(=O)(=O)N2CCC(n3nnc4ccccc43)CC2)c1)N1CCCCC1
→ 15%, 0, 13%, 0, 3, 0%, 4%, -25, 0.4%, 4%, -18
- Nc1nc(COC(=O)c2ccc3c(c2)OCCO3)nc(Nc2ccccc2)n1
→ ·, 8, ·, ·, ?, ·, -1%, -10, -0.1%, ·, -5
- COc1ccccc1C(=O)Nc1ccc2c(c1)nc(CCNC(C)=O)n2C
→ 0%, -1, 5%, 3, 1, 3%, -1%, -5, -0.2%, 1%, 5
- COCC1CCCN(Cc2nc(C(c3ccccc3)c3ccccc3)no2)C1 (stereo not given)
→ 7%, 21, -25%, 1, -28, -6%, -6%, -12, -0.5%, -2%, 2
- CCNS(=O)(=O)c1ccc(NC(=O)c2cccnc2)cc1
→ -1%, 1, 2%, -1, -4, 2%, 3%, 13, -0.2%, 0%, 36
- CCn1nc(C)cc1-c1nnc(SCC(=O)Nc2ccccc2)n1CCCOC
→ -22%, 0, ·, 0, -3, -4%, 0%, 9, 0.2%, ·, -5
- O=C(CSc1nnc(-c2cccnc2)n1Cc1ccco1)c1ccc2ccccc2c1
→ 3%, -2, ?, 0, 4, -2%, 0%, -26, -0.2%, 2%, 4
- COc1ccc(-c2nnc(-c3ccc(N)cc3)o2)cc1
→ -10%, 22, 12%, -1, -17, -8%, 1%, 1, 0.2%, -2%, 0
- Cc1ccc(C2c3[nH]c4ccccc4c3C[C@H]3C(=O)N(c4ccccc4C(=O)N4CCC[C@H]4C(=O)O)C(=O)N23)cc1 (stereo not given in full)
→ 0%, 2, 8%, 1, -1, -26%, -1%, 8, -1.3%, ·, -8
- O=C(c1cc(C2CC2)nn1-c1ccccc1)N1CCN(S(=O)(=O)c2ccccc2)CC1
→ ·, ?, ·, ·, 11, ·, -3%, 19, -1.3%, ·, 23
- O=C(O)c1ccc2c(c1)ncn2C1CCCC1
→ -12%, 3, 10%, 1, -2, -1%, 9%, 21, -0.1%, 0%, 8
- CCC(C)NC(=O)CSc1nc2ccccc2c(=O)n1-c1c(C)n(C)n(-c2ccccc2)c1=O (stereo not given)
→ ?, 3, -17%, 0, -9, -30%, 3%, 18, -0.5%, 1%, 9
- O=C(C1COc2ccccc2O1)N1CCn2c(nc3ccccc32)C1 (stereo not given)
→ -3%, 9, -10%, 2, 8, 0%, -2%, -13, -0.3%, 3%, 9

Three entries out of the list above, sorted by the number in USP2a block, lowest first:
mol,USP2a block
O=C(c1cc(C2CC2)nn1-c1ccccc1)N1CCN(S(=O)(=O)c2ccccc2)CC1,-3%
O=C(C1COc2ccccc2O1)N1CCn2c(nc3ccccc32)C1 (stereo not given),-2%
Cc1ccc(C2c3[nH]c4ccccc4c3C[C@H]3C(=O)N(c4ccccc4C(=O)N4CCC[C@H]4C(=O)O)C(=O)N23)cc1 (stereo not given in full),-1%

Remaining list, next part
Value order – PKM2 activator, TRPV1 ag, Menin-MLL TR inh, Coupling enz, Giardia killer, CXXC DNA block, USP2a block, KCNH2 3.1 block, B2AR arrestin, GALK inhibitor, KCNH2 WT inh
- COc1ccc(O[C@H]2C=C[C@@H](c3ccccc3)O[C@@H]2COC(=O)CC/C(C)=N/OC[C@@H](O)[C@H]2O[C@@H]3OC(C)(C)O[C@@H]3[C@H]2O)cc1
→ 3%, 3, -9%, 1, ·, -10%, -1%, ·, -0.9%, ·, ·
- CC1CCc2c(sc3nc(SCC(=O)O)n(-c4ccccc4)c(=O)c23)C1 (stereo not given)
→ 0%, 4, ·, 24, -4, -11%, -12%, -2, -0.1%, 0%, -11
- CCOC(=O)c1nn(-c2cccc(C)c2)c2nc(-c3ccccc3)c(C#N)c(=O)n12
→ -1%, -1, -6%, -6, -8, 1%, 0%, 1, -1.0%, 3%, -6
- Cc1ccc(NS(=O)(=O)c2c(C)[nH]c(C)c2C(=O)N2CCCC2)cc1
→ ·, 4, ·, ·, 6, 1%, 4%, 7, -0.9%, 0%, 2
- Cc1ccc(N=C2NC(=O)CS2)c(C)c1
→ -3%, -4, -14%, 0, 1, -6%, 0%, -3, 0.1%, 0%, 6
- CC(=O)c1ccc(NC(=O)C2CCCN(S(=O)(=O)c3ccc(-n4cnnn4)cc3)C2)cc1 (stereo not given)
→ 12%, -1, 13%, 1, 4, 8%, -2%, -8, 0.2%, 0%, 14
- Cc1cc(C)c(NC(=O)C2CCCCN2C)c(C)c1 (stereo not given)
→ -12%, 2, 15%, 4, -6, 1%, 0%, 9, 0.0%, 1%, -10
- Cn1c(=O)c2c(nc(N/N=C/c3ccc(OC(=O)c4ccco4)cc3)n2Cc2ccccc2)n(C)c1=O
→ -17%, -1, 11%, -11, 0, 3%, 0%, 6, 0.0%, 0%, 8
- CCOC(=O)C(NC(=O)Nc1ccc(F)cc1F)(Oc1ccc(F)cc1)C(F)(F)F (stereo not given)
→ 6%, 2, -4%, 4, -1, -7%, 4%, -13, -0.7%, 0%, -6
- CC1=NN(C(C#N)c2ccccc2C)C(C)(C)C1 (stereo not given)
→ 1%, -3, 7%, 1, -12, 7%, 1%, ·, -0.1%, 8%, -24
- Cc1cc(NC(=O)CN(C)CC(=O)Nc2ccc(F)c(F)c2F)no1
→ ·, 5, ·, ·, 2, ·, 1%, -5, -1.0%, ·, -2
- CSCC[C@H](NC(=O)c1ccco1)c1nnc2ccccn12
→ 3%, -3, 6%, 8, 5, -10%, 1%, 12, 0.2%, 8%, -24
- CCOC(=O)Nc1ccc2c(C)cc(=O)oc2c1
→ -4%, 1, 1%, 1, -7, -4%, 0%, 13, -0.2%, 1%, -12
- O=C(Cc1ccccc1)NCCN1CCCC1
→ -2%, 0, ·, 2, -9, -1%, 1%, 17, 8.7%, -2%, 1
- CNS(=O)(=O)c1cccc(C(=O)NCC(c2cccs2)N(C)C)c1 (stereo not given)
→ 2%, -6, 1%, -2, -2, 2%, 2%, -7, -0.4%, -3%, 4
- Cc1ccc2[nH]cc(CCNC(=O)C3CCCO3)c2c1 (stereo not given)
→ 0%[11.5 µM], 3, ?, 1, 34[activator], 0%, -1%, -6, 10%, 3%, -6
- COc1ccc(C(=O)N2CCN=C2SCc2cccnc2)cc1OC
→ -12%, 3, -4%, -3, -8, 6%, -2%, 15, -0.4%, 1%, 2
- CCCCn1nnnc1NCc1ccc(OC)c(OC)c1OC
→ 0%, -1, 1%, 2, -3, ?, 0%, -9, 0.0%, 3%, -26
- COc1ccc(/C=C/C(O)=C2/C(=O)NC3(C)CC2c2ccccc2O3)c(OC)c1OC (stereo not given)
→ -1%, 4, 11%, 1, 4, -2%, 1%, 5, 0.4%, -2%, -9
- CCC(C(=O)NCC1CCCO1)N(Cc1ccccc1)C(=O)CNS(=O)(=O)c1ccccc1 (stereo not given)
→ 3%, -2, 2%, 0, 13, 5%, -1%, -5, -0.5%, -3%, 2
- O=C(O)c1ccc(CSc2nc3ccccc3c(=O)n2-c2ccccc2)cc1
→ 8%, 0, ?, 20, ?, -6%, -1%, 24, -0.6%, -6%, -7

Some of the compounds tested; the hit share may differ from the screen's.
